Source: PubChem (several laboratories)
RGS4-Gao reg: modulators of RGS4 binding to Galphao, primary screen, biochemical, multiplexed bead flow cytometry | Guanine nucleotide-binding protein G(o) subunit alpha (Homo sapiens), P09471 | actives lie on both sides | binding response (% of control), % at 10 µM | actives 0.33% (n = 220,000) | AID 1415, 2008; in the data active = binding response below about 49% or above about 150%; inactive = in between;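 also: fluorescent Galphao activated with aluminum fluoride binding bead-coupled RGS4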
Target sequence (P09471 whole entry, looked up): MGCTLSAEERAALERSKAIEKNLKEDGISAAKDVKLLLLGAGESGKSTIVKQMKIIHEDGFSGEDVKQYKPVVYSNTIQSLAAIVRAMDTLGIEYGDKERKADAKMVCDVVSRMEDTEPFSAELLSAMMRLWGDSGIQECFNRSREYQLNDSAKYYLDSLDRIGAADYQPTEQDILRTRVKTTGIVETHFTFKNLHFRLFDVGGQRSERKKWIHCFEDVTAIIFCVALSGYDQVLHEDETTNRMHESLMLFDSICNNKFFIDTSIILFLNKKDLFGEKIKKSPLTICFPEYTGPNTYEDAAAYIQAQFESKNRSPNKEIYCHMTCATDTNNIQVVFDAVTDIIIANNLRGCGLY
RGS8-Gao reg: RGS8-Galphao binding modulators, primary screen, biochemical, multiplexed bead flow cytometry. actives lie on both sides. response (percent of control binding), % at 10 µM. actives 0.34% (n = 220,000); in the data active = response below about 60% or above about 140%; inactive = in between;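 also: Galphao activated as the GDP aluminium fluoride complex binding bead-coupled RGS8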
Mcl1 Bid PPI: Mcl-1/Bid binding inhibitors, primary screen, biochemical, TR-FRET, 1536-well; TR-FRET Mcl-1/Bid-Dy647 peptide binding; inhibition, % at 21.7 µM; actives 0.97% (n = 220,000); AID 1021, 2008;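 active = compounds that cut the binding signal by more than half at the single screening dose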;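 also: His-tagged Mcl-1 with europium anti-His antibody binding Bid BH3 peptide; 0% = Mcl-1 plus peptide wells and 100% = peptide-only wells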
Target sequence (Q07820 whole entry, looked up): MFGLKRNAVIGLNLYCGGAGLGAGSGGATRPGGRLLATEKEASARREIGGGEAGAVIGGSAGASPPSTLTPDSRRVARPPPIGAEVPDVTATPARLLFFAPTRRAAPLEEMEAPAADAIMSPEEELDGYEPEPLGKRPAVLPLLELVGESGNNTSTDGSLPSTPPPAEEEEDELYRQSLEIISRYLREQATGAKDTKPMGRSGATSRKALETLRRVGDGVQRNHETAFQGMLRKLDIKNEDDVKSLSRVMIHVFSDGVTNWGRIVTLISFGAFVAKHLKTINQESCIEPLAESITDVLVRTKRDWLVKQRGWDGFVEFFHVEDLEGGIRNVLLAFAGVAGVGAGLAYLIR
RGS7-Gao reg: RGS7-Galphao binding modulators, primary screen, biochemical, multiplexed bead flow cytometry; actives lie on both sides; binding response (% of control), % at 10 µM; Guanine nucleotide-binding protein G(o) subunit alpha (Homo sapiens), P09471; AID 1439, 2008; actives 0.35% (n = 220,000); in the data active = binding response below about 49% or above about 150%; inconclusive = no clear call, values can overlap the other calls; inactive = in between;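 also: fluorescent Galphao held in activated GDP-AlF4 state binding bead-coupled RGS7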
An asterisk follows results filed as active; ? = inconclusive; / = not tested or not shown. An excerpt; rates above refer to the full screens.

SMILES	RGS4-Gao reg	RGS8-Gao reg	Mcl1 Bid PPI	RGS7-Gao reg
Cc1cc(Cl)ccc1OCC(=O)N/N=C/c1ccc(OC2OC(CO)C(O)C(O)C2O)cc1 (stereo not given)	99	100	0	?
Cc1nn(-c2ccc(Cl)cc2)c(=O)c2c(C)noc12	92	97	-14	?
N#CCC(=O)N/N=C/c1cn(Cc2ccccc2C#N)c2ccccc12	95	94	-18	?
COc1ccccc1OCCC(=O)N1CCN(c2ccccc2OC)CC1	90	95	-31	?
CCC(C)NC(=S)Nc1ccccc1 (stereo not given)	103	101	-3	?
CCOC(=O)C1CCN(S(=O)(=O)c2ccc(-c3cc(C(F)(F)F)n(C)n3)s2)CC1	95	102	-15	?
C=CCn1c(O)c(N=O)c2ccccc21	103	103	-27	?
Cc1csc(NC(=O)CN2C(=O)c3ccccc3C2=O)c1C(N)=O	115	101	-25	?
CCCCCC(=O)C(=O)c1ccc(O)cc1O	97	98	-59	?
CCCOc1ccc(-c2nc(-c3ccc(N)cc3)cs2)cc1	96	102	-86	?
Cc1onc(-c2ccccc2)c1CNC(=O)CN1C(=O)c2ccccc2C1=O	106	102	-2	?
OCCNC(=S)NCc1ccccc1	99	102	-11	?
Cc1noc(C)c1-c1nc(CSc2ccccc2)no1	105	104	-24	?
Cn1c(=O)c2c(SCC(=O)NCCc3ccccc3)nc(C3CC3)nc2n(C)c1=O	100	101	-5	?
CC(NC(=S)Nc1ccccc1)C(c1cccs1)N1CCOCC1 (stereo not given)	100	101	-45	?
Cn1cccc/c1=N\c1cccc[n+]1C	101	101	-36	?
COc1ccc(CN2C(=O)Cc3c2nc(N)c2c(N)nc(N4CCOCC4)c(C#N)c32)cc1	98	102	-107	?
O=C(C1CCCN(Cc2ccccc2F)C1)N1CCc2ccccc2C1 (stereo not given)	109	99	40	?
Cc1ccc(Oc2nc3c(C)cccn3c(=O)c2/C=C(\C#N)C(N)=O)cc1	106	98	-12	?
O=C(O)c1nccnc1C(=O)Nc1ccc(S(=O)(=O)N2CCOCC2)cc1	101	105	17	?
COc1cccc(-c2nn(-c3ccccc3)cc2/C=C(/NC(=O)c2ccccc2)C(=O)O)c1	96	103	-17	?
CCC(=O)c1ccc(OCC(=O)c2ccc3c(c2)NC(=O)CO3)cc1	101	100	-7	?
O=C1/C(=C/c2ccncc2)Oc2cc(OS(=O)(=O)c3ccccc3)ccc21	95	95	40	?
CCCN1CCC(=O)N(CCSc2ccc(NC(C)=O)cc2)CC1	99	102	-58	?
O=C(O)c1ccccc1/C=N/NC(=O)C1CCCCC1	101	101	-17	?

2 entries picked at random from those above:
SMILES	RGS4-Gao reg	RGS8-Gao reg	Mcl1 Bid PPI	RGS7-Gao reg
COc1ccccc1OCCC(=O)N1CCN(c2ccccc2OC)CC1	90	95	-31	?
CCOC(=O)C1CCN(S(=O)(=O)c2ccc(-c3cc(C(F)(F)F)n(C)n3)s2)CC1	95	102	-15	?

Some of these compounds in order of number of heavy atoms, smallest number first:
SMILES	RGS4-Gao reg	RGS8-Gao reg	Mcl1 Bid PPI	RGS7-Gao reg
OCCNC(=S)NCc1ccccc1	99	102	-11	?
Cn1cccc/c1=N\c1cccc[n+]1C	101	101	-36	?
CCCCCC(=O)C(=O)c1ccc(O)cc1O	97	98	-59	?
Cc1nn(-c2ccc(Cl)cc2)c(=O)c2c(C)noc12	92	97	-14	?
O=C(O)c1ccccc1/C=N/NC(=O)C1CCCCC1	101	101	-17	?
CCCOc1ccc(-c2nc(-c3ccc(N)cc3)cs2)cc1	96	102	-86	?
CCCN1CCC(=O)N(CCSc2ccc(NC(C)=O)cc2)CC1	99	102	-58	?
CCC(=O)c1ccc(OCC(=O)c2ccc3c(c2)NC(=O)CO3)cc1	101	100	-7	?
O=C(C1CCCN(Cc2ccccc2F)C1)N1CCc2ccccc2C1 (stereo not given)	109	99	40	?
COc1ccccc1OCCC(=O)N1CCN(c2ccccc2OC)CC1	90	95	-31	?
Cc1onc(-c2ccccc2)c1CNC(=O)CN1C(=O)c2ccccc2C1=O	106	102	-2	?
CCOC(=O)C1CCN(S(=O)(=O)c2ccc(-c3cc(C(F)(F)F)n(C)n3)s2)CC1	95	102	-15	?
Cn1c(=O)c2c(SCC(=O)NCCc3ccccc3)nc(C3CC3)nc2n(C)c1=O	100	101	-5	?
COc1cccc(-c2nn(-c3ccccc3)cc2/C=C(/NC(=O)c2ccccc2)C(=O)O)c1	96	103	-17	?

Following part:
SMILES	RGS4-Gao reg	RGS8-Gao reg	Mcl1 Bid PPI	RGS7-Gao reg
Cc1nnc(N/N=C/C(C)c2ccccc2)[nH]c1=O (stereo not given)	94	97	-44	?
COc1cc([N+](=O)[O-])ccc1NC(=O)COC(=O)c1ccc(NC(N)=O)cc1	94	103	61*	?
O=C(Nc1cc(S(=O)(=O)N2CCCCC2)ccc1N1CCCCC1)c1ccncc1	111	107	-19	?
O=[N+]([O-])c1cccc(-n2nnnc2CNCc2ccccc2)c1	149	97	-17	?
O=C(NC(=S)NNC(=O)c1cnccn1)c1ccc(Cl)cc1	105	102	-90	?
COc1ccc(S(=O)(=O)NNC(=O)c2ccc(-n3c(C)ccc3C)cc2)cc1	102	100	-21	?
S=C(Nc1ccccc1)N1CCC(C2CCN(C(=S)Nc3ccccc3)CC2)CC1	97	99	-43	?
COc1ccc(-c2c(-c3ccc(O)cc3O)n[nH]c2C(F)(F)F)cc1	99	101	-8	?
O=C(O)/C=C/C(=O)c1ccc(O)cc1	99	102	1	?
[O-]/[N+](=C\C=C\c1ccccc1)c1ccccc1	103	103	37	?
O=C(N/N=C\c1ccc[nH]1)C1COc2ccccc2O1 (stereo not given)	100	101	-21	?
O=C(N/N=C/c1ccc([N+](=O)[O-])o1)c1sc2ccccc2c1Cl	102	104	-39	?
CC(=O)Oc1cc2oc(=O)cc(C)c2cc1Cl	98	102	-19	?
COc1cccc(-c2nc(N)nc(SC)c2C#N)c1	84	95	1	?
CC(=C\C(=O)O)/C(=C\c1cccc2ccccc12)C(=O)O	100	99	-32	?
Oc1ccccc1/C=N/Nc1nc2ccccc2o1	110	104	-64	?
COc1ccc(CC2(C)OC(c3ccc(C)c([N+](=O)[O-])c3)=NN2C(C)=O)cc1 (stereo not given)	98	103	-4	?
C/C(=N\NC(=O)c1ccoc1C)c1ccccc1	89	94	-4	?
O=C(Nc1ccc(Cl)cc1)N1CCCN(c2ccc(C(F)(F)F)cc2[N+](=O)[O-])CC1	105	103	5	?
Cc1ccc(S(=O)(=O)N(C)C)cc1NC(=O)c1ccc2ccccc2n1	107	104	-3	?
CCCOc1ccc(CN2CCOCC2)cc1OC	117	108	-17	?
COc1ccc(OC(=O)c2cnc3n(c2=O)CCS3)cc1	66	84	-13	?
COc1ccc(C2CC(C(F)(F)F)n3nc(C(=O)O)cc3N2)cc1 (stereo not given)	105	104	-26	?
O=C(NNS(=O)(=O)c1ccccc1)c1csc(-c2cccnc2)n1	96	97	-17	?
C/C(=N\NC1=NCCN1)c1ccc(N)c([N+](=O)[O-])c1	99	101	-67	?
More compounds
SMILES	RGS4-Gao reg	RGS8-Gao reg	Mcl1 Bid PPI	RGS7-Gao reg
C=COC(=O)c1sc2nc(C)cc(C)c2c1N	89	95	-35	?
CCO/N=C(\N)c1[nH]ncc1Br	99	101	-18	?
Cc1ccc(C(=O)NCC(=O)NCCc2ccc(S(N)(=O)=O)cc2)s1	99	101	-7	?
CC1(OC(=O)CCc2ccccc2)C(=O)C=C2C=C(c3ccc(C#N)cc3)N(C3CC3)C=C2C1=O (stereo not given)	102	100	-95	?
O=C(O)c1ccc(/C=N/O)cc1	100	100	-4	?
O=C(CSC1=NNC(c2ccccn2)S1)Nc1cccc(Cl)c1 (stereo not given)	102	99	-101	?
COc1cc(N=Nc2ccccc2C(=O)O)ccc1O	100	101	-17	?
CSc1sc(C(=O)NNC(C)=O)c2c1C=CCC2	93	100	-24	?
COc1ccc(-c2nc3n(c2C)CCC3)cc1	104	102	-21	?
COC(=O)c1sc(NC(=S)NC(=O)c2ccc(C)cc2)nc1C	102	99	10	?
Cc1cc(C)nc(N/N=C/c2cc(Br)ccc2O)n1	94	99	-137	?
Cc1c(C(=N)C(C#N)C#N)c(=N)oc2c1ccc1ccccc12	101	103	-4	?
O=C(c1ccccc1)n1ccc(-c2cccs2)n1	90	93	-8	?
NS(=O)(=O)c1ccc(N=Nc2c(O)c(C(=O)O)cc3ccccc23)cc1	102	100	-18	?
O=C(NCc1ccc2c(c1)OCO2)c1ccc2c(c1)OCO2	105	100	23	?
NC(=O)CC(NC(=O)Cc1cccc2ccccc12)c1ccc(NC2CCCCCC2)c([N+](=O)[O-])c1 (stereo not given)	100	98	-14	?
O=C(Nc1ccccc1)N1CCN(c2nc(-c3ccccc3)ns2)CC1	100	101	-11	?
COC(=O)c1cnc(Oc2ccc(NC(=O)NC(=O)c3c(F)cccc3F)cc2)cc1C(F)(F)F	100	100	-15	?
Cc1nc(N2CCOCC2)nc(N2CCCCC2C)c1[N+](=O)[O-] (stereo not given)	97	99	-9	?
CCc1nc2oc3ccccc3c(=O)c2c(=O)n1-c1ccc(C)cc1	88	96	-19	?
O=C(NC(=O)c1ccccc1O)c1ccc(C(F)(F)F)cc1	93	100	-34	?
CN1CCN(CCC(=O)N/N=C/c2ccccc2F)CC1	105	101	-86	?
COc1ccc(C(=O)NC(=S)Nc2nc(C)cc(C)n2)cc1Br	99	96	-74	?
CN(C1CCCCC1)S(=O)(=O)c1ccc2[nH]c(=O)oc2c1	101	99	7	?
OCCNC(=S)Nc1cccc(Cl)c1Cl	85	91	-33	?
More records follow.
SMILES	RGS4-Gao reg	RGS8-Gao reg	Mcl1 Bid PPI	RGS7-Gao reg
c1coc(C2OCC3(CO2)COC(c2ccco2)OC3)c1 (stereo not given)	104	101	-18	?
C=CCN(C(=O)c1ccc(Cl)cc1)c1ccccc1C(=O)NCC(=O)O	102	103	-3	?
CCc1ccc2c(c1)c1nnc(NN)nc1n2C	102	101	-66	/
COc1cc2c(cc1OC)CN(C(=O)c1sccc1C)CC2	103	102	-14	?
O=C1NC[C@H](c2ccccc2)N(CC2CCCCC2)C1=O	118	98	-63	?
Cc1ccc(-c2csc(N=C(N)N)n2)c(C)c1	81	92	-32	?
CC(C)=NNc1nc(-c2ccc(N3C(=O)CCC3=O)cc2)cs1	99	98	-35	?
CCCCN1C(=O)N(C)C2NC(=S)NC21 (stereo not given)	107	108	-92	?
COc1ccc(CNC(=O)c2cc(-c3cc(C)cc(C)c3O)n[nH]2)cc1	107	102	-4	?
CN(C)c1ccc(C(O)P(=O)(OC2CCCCC2)OC2CCCCC2)cc1 (stereo not given)	101	101	-45	?
CC(C)(C)OC(=O)N1CCC(CNC(=O)c2ccc(F)cc2F)CC1	92	90	-4	?
Cn1c(=O)c([N+](=O)[O-])c(NCc2ccc3c(c2)OCO3)c2ccccc21	96	99	-23	?
CCOc1ccc(-n2c(=O)c3ccccc3c3ccccc3c2=O)cc1	107	101	6	?
Cn1cc(/C=C/C(=O)c2ccccc2)c2ccccc21	104	104	-14	?
C=CCCOc1ccccc1C(N)=O	101	103	-10	?
COc1ccccc1Nc1nc(NCCO)nc(N)c1[N+](=O)[O-]	103	102	-3	?
O=c1[nH]c(CSc2ccccc2)nc2c1oc1ccccc12	102	100	5	?
COc1cccc2cc(-c3csc(NC(=O)CCC(=O)NCCCN4CCC(C)CC4)n3)c(=O)oc12	101	101	-38	?
CCOc1ccc(Cn2c(=O)sc3ccccc32)cc1	102	102	-6	?
Cc1cccc(C(=O)N/N=C2\CS(=O)(=O)N(C)c3ccsc32)c1	98	101	-111	?
CSc1sc(C(=O)NC(=O)NCc2cccnc2)c(C)c1-c1ccon1	98	102	-10	?
Cc1cc(C)c2c(SC(C)C)nc(N)nc2n1	101	101	-50	?
COC(=O)c1ccc(COc2ccc(C)cc2[N+](=O)[O-])o1	101	99	-7	?
CCOCCOC(=O)NCCCCCCNC(=O)OCCOCC	100	99	-7	?
CCOc1ccc(Nc2nc(NCc3ccco3)nc(N)c2[N+](=O)[O-])cc1	113	101	3	?
Remaining list, next part:
SMILES	RGS4-Gao reg	RGS8-Gao reg	Mcl1 Bid PPI	RGS7-Gao reg
COc1cccc(N/C(=N/C(=S)Nc2ccc(C)cc2C)Nc2nc(C)cc(C)n2)c1	103	106	-2	?
NNC(=S)Nc1ccc(C(F)(F)F)cc1Cl	98	100	-45	?
Cc1nc([N+](=O)[O-])cn1CC(O)c1ccc(-c2ccccc2)cc1 (stereo not given)	97	100	-22	?
Cc1cc(C)cc(NS(=O)(=O)c2ccc(F)cc2)c1	91	94	-20	?
CC(C)C[C@H](NC(=O)[C@@H]1Cc2ccccc2CN1C(=O)OC(C)(C)C)C(=O)NCC1CCC(C(=O)O)CC1 (stereo not given in full)	103	101	-11	?
COC(=O)c1c(C)oc(C)c1S(=O)(=O)N1CCCC1	95	99	-16	?
COc1ccccc1C1=NOC(Cn2c(NCC3CCCO3)nc3c2c(=O)n(C)c(=O)n3C)C1 (stereo not given)	104	101	-80	?
